From PubChem
NadD inh – inhibitors of S. aureus NadD, primary screen, biochemical, colorimetric, uHTS; Nicotinate-nucleotide adenylyltransferase NadD (Staphylococcus aureus N315); purified NadD enzyme, colorimetric absorbance read-out; inhibition, % at 20 µM; 360,000 compounds, 0.78% hits; AID 602399, 2012; in the data active = inhibition above about 26%; note: some compounds past the cut are filed as inactive
SUMO1-SIM PPI – modulators of SUMO1 protein-protein interactions, primary screen, biochemical, uHTS; SUMO1 binding to a labelled peptide, TR-FRET, 1 h; inhibition, % at 20 µM; 360,000 compounds, 0.33% hits; in the data active = inhibition above about 37%
Target sequence (P63165 whole entry, looked up): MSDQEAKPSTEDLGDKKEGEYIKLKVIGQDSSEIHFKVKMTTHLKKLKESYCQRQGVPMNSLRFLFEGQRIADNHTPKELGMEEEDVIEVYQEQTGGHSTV
STEP block – STEP phosphatase inhibitors, primary screen, biochemical, fluorescence intensity, uHTS. Tyrosine-protein phosphatase non-receptor type 5 (Homo sapiens), P54829. recombinant STEP, OMFP fluorogenic substrate. inhibition, % at 20 µM. 360,000 compounds, 0.25% hits;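 active = inhibition at 20 µM, scaled per plate between control wells, above about 37%, limit read from the data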;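 note: 0% = DMSO with enzyme and substrate and 100% = substrate only without enzyme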
Target sequence (P54829 whole entry, looked up): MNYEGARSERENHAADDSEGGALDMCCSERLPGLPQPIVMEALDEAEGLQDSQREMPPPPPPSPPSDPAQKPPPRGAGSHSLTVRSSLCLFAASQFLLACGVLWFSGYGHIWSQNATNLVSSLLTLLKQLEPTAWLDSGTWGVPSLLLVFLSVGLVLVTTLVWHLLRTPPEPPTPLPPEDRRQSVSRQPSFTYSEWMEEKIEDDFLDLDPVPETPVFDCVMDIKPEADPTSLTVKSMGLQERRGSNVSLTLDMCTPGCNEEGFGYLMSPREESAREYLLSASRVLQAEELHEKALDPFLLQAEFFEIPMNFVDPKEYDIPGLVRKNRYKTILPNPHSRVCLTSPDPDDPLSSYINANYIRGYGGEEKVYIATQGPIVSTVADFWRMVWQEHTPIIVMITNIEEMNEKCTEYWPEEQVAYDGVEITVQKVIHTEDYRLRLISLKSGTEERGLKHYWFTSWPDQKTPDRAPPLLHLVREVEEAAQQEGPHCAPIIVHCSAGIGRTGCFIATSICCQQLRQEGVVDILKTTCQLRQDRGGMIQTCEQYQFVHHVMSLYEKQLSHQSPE
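medium = Bis-Tris buffer pH 6.0, 2.5 mM DTT, 0.005% Tween 20 | test system = STEP (striatal-enriched tyrosine phosphatase) enzyme, cell-free | measure = normalized % inhibition | compound dosing = 20 µM, 1% DMSO | also added = 25 µM OMFP | schedule = reaction 20 min, ambient temperature | measured by = fluorescence read at 480 nm ex / 540 nm em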
MT1-MMP act inh – blockers of MT1-MMP proenzyme processing, primary screen, HT1080 RFP-PRO-GFP cells, GFP/RFP fluorescence; 360,000 compounds, 0.061% hits; GFP/RFP ratio change, % at 20 µM; GFP/RFP ratio fluorescence, overnight; percent of plate control window, DMSO zero;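 active = GFP/RFP ratio change of at least 30% with cell ATP level not reduced by more than half and red fluorescence within 50% of control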; note: strong numbers were not always called active
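Test system: HT1080 RFP-PRO-GFP cells; Benchmarks: DMSO and RFP-L50D-GFP cell wells; Timing: cells overnight before dosing, compound overnight, 37 °C, 5% CO2; Compound: one 20 µM compound dose with 1% DMSO; Read-out: GFP/RFP fluorescence ratio.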
Rpn11 block – Rpn11 (PSMD14) deubiquitinase inhibitors, primary screen, biochemical, fluorescence polarization, uHTS. 26S proteasome non-ATPase regulatory subunit 14 (Homo sapiens), O00487. calls only at 20 µM. 360,000 compounds, 0.59% hits. human 26S proteasome, Ub4-pepOG fluorescence polarization; 20S core pre-blocked with epoxomicin;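 active = inhibition at 20 µM, scaled to each plate's controls, above about 33%, limit read from the data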
SKN-1 block – suppressors of acrylamide-induced Pgst-4::GFP reporter in worms, primary screen, SKN-1 inhibitor project, whole organism, uHTS, GFP/RFP fluorescence ratio, strain VP596; C. elegans VP596 Pgst-4::GFP/RFP ratio, 24 h; AID 624304, 2012; 360,000 compounds, 0.49% hits; inhibition, % at 21.8 µM;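 active = interference check ratio from 0.5 to 1.5 plus GFP to RFP signal ratio inhibition reaching or exceeding a fixed threshold, cut at about 30% in these data, passing the limit was not always enough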; note: some compounds called inactive have numbers as strong as hits
Scp1 inh – Scp-1 phosphatase inhibitors, primary screen, biochemical, colorimetric, uHTS; 340,000 compounds, 0.88% hits; Recombinant Scp1, phosphopeptide, malachite green phosphate absorbance; inhibition, % at 20 µM;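 active = inhibition above about 50% at 20 µM, limit read from the data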;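 note: plate controls were DMSO wells with enzyme for no effect and wells lacking enzyme for full effect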
Target sequence (Q9GZU7 76-261 limits assumed): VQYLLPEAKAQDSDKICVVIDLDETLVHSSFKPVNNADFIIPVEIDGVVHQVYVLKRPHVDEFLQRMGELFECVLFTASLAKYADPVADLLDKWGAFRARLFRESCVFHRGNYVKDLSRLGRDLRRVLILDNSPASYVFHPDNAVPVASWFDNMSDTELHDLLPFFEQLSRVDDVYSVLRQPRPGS
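Test system: SCP-1 phosphatase catalytic domain, residues 76-261; measured by: colorimetric phosphate reagent with accelerator and stabiliser, absorbance at 630 nm; timing: enzyme reaction 45 min at room temperature, colour 5 min, stabilisation 30 min; also added: Phosphorylated 17-residue peptide substrate; compound dosing: one concentration, 20 µM, with 1.0% DMSO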
DNMT1 block – human DNMT1 methyltransferase inhibitors, primary screen, biochemical, molecular beacon, fluorescence, HinP1I cleavage, uHTS | DNA (cytosine-5)-methyltransferase 1 (Homo sapiens), P26358 | 360,000 compounds, 0.83% hits | inhibition (reported as % activation of signal), % at 10 µM; in the data active = inhibition above about 50%
LMPTP inh – LMPTP phosphatase inhibitors, primary screen, biochemical, fluorescence intensity, uHTS; Low molecular weight phosphotyrosine protein phosphatase (Homo sapiens), P24666; AID 651560, 2012; 360,000 compounds, 0.22% hits; recombinant LMPTP-A, OMFP fluorogenic substrate; inhibition, % at 20 µM;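 active = compounds that cut the enzyme signal by at least half of the control window in the single-dose screen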;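 note: plate controls were DMSO wells with enzyme plus substrate for no effect and substrate without enzyme for full effect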
Target sequence (P24666 whole entry, looked up): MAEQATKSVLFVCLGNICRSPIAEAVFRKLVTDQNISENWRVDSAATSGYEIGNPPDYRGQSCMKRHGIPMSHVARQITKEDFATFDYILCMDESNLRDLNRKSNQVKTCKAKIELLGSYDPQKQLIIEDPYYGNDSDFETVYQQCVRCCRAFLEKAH
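Test system: LMPTP-A, protein tyrosine phosphatase of low molecular weight; Input: 0.625 nM enzyme; Incubation: 50 min dark incubation at room temperature; Signal: endpoint fluorescence intensity from OMFP dephosphorylation; Read-out basis: % inhibition versus control wells.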
CendR NRP1 mod – modulators of CendR peptide binding to NRP-1, primary screen, biochemical, fluorescence polarization, uHTS. 360,000 compounds, 0.85% hits. FAM-RPARPAR peptide binding to NRP-1. inhibition, % at 25 µM;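 active = inhibition or corrected inhibition above about 18%, plus a signal ratio from 0.5 to 1.5, limit read from the data, passing the limit was not always enough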; note: strong numbers were not always called active
The depositor's hits bear a star; i = inactive; / = no result given.

Values run as follows: NadD inh | SUMO1-SIM PPI | STEP block | MT1-MMP act inh | Rpn11 block | SKN-1 block | Scp1 inh | DNMT1 block | LMPTP inh | CendR NRP1 mod
1) OCCN1CCN(C(=S)Nc2ccc(Oc3ccccc3)cc2)CC1
    -3 | 4 | 0 | 6 | i | -10 | 5 | 0 | -1.3 | -5
2) C/C(=N\N=C(/N)SC1CC(=O)N(c2ccc(Cl)cc2)C1=O)c1cccs1 (stereo not given)
    9 | -4 | -7 | 9 | i | -6 | -5 | -9 | 1.0 | 6
3) Cc1c(NS(=O)(=O)c2ccccc2F)c(=O)n(-c2ccccc2)n1C
    0 | 3 | -8 | 1 | i | -7 | 9 | 1 | 0.3 | 7
4) COc1ccc(CNC(=O)C2CCCN2S(=O)(=O)c2ccc(C)cc2)cc1 (stereo not given)
    5 | 3 | 1 | -2 | i | 5 | -8 | -1 | -1.6 | 2
5) Nc1nnc(CC(=O)N/N=C\c2ccc(-c3cccc(Cl)c3)o2)s1
    3 | 14 | 1 | -1 | i | 1 | -11 | -10 | 0.9 | 1
6) Cc1ccc(N2CC(C(=O)NCc3cccnc3)CC2=O)cc1 (stereo not given)
    -3 | 2 | -1 | 4 | i | 4 | 3 | -2 | -0.4 | 5
7) CC(=O)c1c(C)[nH]c(-c2ccccc2)c1C
    1 | 4 | 0 | 4 | i | 1 | 1 | 1 | -1.1 | 12
8) CN1/C(=N\O)c2cccc3cccc1c23
    -3 | -5 | 5 | -10 | i | -4 | -9 | -5 | -0.3 | -5
9) O=C(CSc1nnc(NC(=O)C2CCC2)s1)NC1CC1
    -1 | 3 | 0 | -1 | i | -13 | 2 | 2 | -0.1 | 0
10) O=C(c1cccc(Cl)c1)N1CCC2CC1c1cc(-c3ccc(F)cc3)ccc12 (stereo not given)
    -5 | 5 | 3 | 0 | i | -3 | -4 | -10 | 7.2 | -3
11) O=C(NCc1ccccc1)c1onc(CSc2ccc(Cl)cc2)c1C(=O)NCc1ccccc1
    -12 | 2 | 2 | 1 | i | -5 | -11 | 1 | 2.1 | 13
12) ClC(Br)=C(n1cnc2ccccc21)n1cnc2ccccc21
    -6 | -1 | 4 | 3 | i | 14 | -4 | -4 | -0.8 | 2
13) O=c1cc(O)cc2n1CCC2
    0 | 1 | 0 | 1 | i | -7 | / | 6 | -1.2 | 4
14) COc1ccc(CN2C(=O)CS/C2=N/N=C/c2cccs2)cc1
    -14 | -1 | 2 | 3 | i | 7 | -4 | 0 | 3.2 | 6
15) CCNC(=S)Nc1cc(OCC)c(NC(=O)c2cccs2)cc1OCC
    2 | -2 | -1 | 0 | i | 14 | -5 | -1 | 0.5 | 10

Compound profiles, from the list above. Order of screens: NadD inh	SUMO1-SIM PPI	STEP block	MT1-MMP act inh	Rpn11 block	SKN-1 block	Scp1 inh	DNMT1 block	LMPTP inh	CendR NRP1 mod
CN1/C(=N\O)c2cccc3cccc1c23 across the screens: -3	-5	5	-10	i	-4	-9	-5	-0.3	-5
COc1ccc(CN2C(=O)CS/C2=N/N=C/c2cccs2)cc1 across the screens: -14	-1	2	3	i	7	-4	0	3.2	6
CCNC(=S)Nc1cc(OCC)c(NC(=O)c2cccs2)cc1OCC across the screens: 2	-2	-1	0	i	14	-5	-1	0.5	10

(cont.)
Values run as follows: NadD inh | SUMO1-SIM PPI | STEP block | MT1-MMP act inh | Rpn11 block | SKN-1 block | Scp1 inh | DNMT1 block | LMPTP inh | CendR NRP1 mod
16) COc1ccc(-c2nnc(Nc3nc4c(OC)cccc4s3)o2)c(OC)c1
    3 | 19 | 9 | 3 | i | 9 | 26 | -1 | 1.0 | 3
17) CCn1c(SCC(=O)NCc2ccccc2)nc2nc3c(cc2c1=O)CCCC3
    -2 | -1 | -1 | -4 | i | 0 | -1 | 4 | -0.1 | -1
18) O=C(NCCN1CCOCC1)c1sc2ccccc2c1Cl
    -3 | -4 | 1 | -3 | i | 12 | -9 | 1 | -0.7 | 7
19) COc1ccc(CC(=O)Nc2ccc(C(=O)Nc3ccccc3C(=O)O)cc2)cc1OC
    -4 | 24 | 0 | 4 | i | 5 | -7 | -2 | 0.6 | -9
20) N#Cc1ccc(CSc2nnc(-c3ccncc3)o2)cc1
    -5 | -3 | 1 | -11 | i | 11 | -1 | 0 | -3.0 | 8
21) O=C(CSc1nnc(-c2cccc(F)c2)o1)N1CCOCC1
    -1 | 6 | 1 | 2 | i | 14 | -8 | 3 | -0.3 | 16
22) O=C(COC(=O)/C=C/c1ccccc1Cl)NCc1ccco1
    -2 | -4 | -3 | 2 | i | 1 | 12 | 3 | 0.8 | -14
23) COc1cc(NC(=O)c2ccco2)c(C(=O)OCC(=O)Nc2ncc(Cl)cc2Cl)cc1OC
    5 | 3 | 3 | -6 | i | 4 | 24 | -10 | 0.5 | -38
24) Cn1c(=O)[nH]c(=O)c2c1nc(N1CCCCCC1)n2CCSc1nc2ccccc2o1
    -4 | -1 | 2 | -4 | i | 8 | -5 | 0 | -1.2 | -3
25) CC(=O)OC/C=C(\C)CCC=C(C)C
    2 | 1 | 2 | 1 | i | 0 | -4 | -4 | -0.7 | 5
26) CCn1cc(Br)c(C(=O)Nc2ccc(Cl)cc2Cl)n1
    -3 | 3 | 1 | 4 | i | 14 | -13 | -2 | 2.4 | -19
27) CC(c1ccncn1)N(C)C(=O)c1ccc2oc(Cc3ccccc3)nc2c1 (stereo not given)
    -7 | 2 | 2 | 0 | i | 6 | -5 | 2 | -1.1 | 7
28) COC(=O)c1ccc(Cn2nc(C)c([N+](=O)[O-])c2C)o1
    -9 | 3 | -2 | 0 | i | 7 | -3 | -2 | 0.4 | -13
29) COc1ccccc1CC(=O)Nc1ccc2c(c1)C(=O)NC2=O
    0 | -10 | -2 | 0 | i | 13 | 1 | -3 | -15 | 5
30) CCN(CC)CCCNC(=O)c1[nH]c(C)c(C(=O)NC2CCCCC2)c1C
    2 | 1 | 0 | -2 | i | -2 | -1 | -4 | -2.0 | -12
31) CC1CN(C(C)C)C(C)CC1OC(=O)c1ccccc1 (stereo not given)
    -3 | -1 | 0 | 5 | i | -13 | 5 | -1 | -1.0 | 10
32) N#Cc1ccccc1NC(=O)COC(=O)CCc1ccc(S(=O)(=O)N2CCCCC2)cc1
    -4 | 1 | -3 | 2 | i | 1 | -5 | 0 | -1.2 | -15
33) CC(C)(C)N1CCC1CN (stereo not given)
    0 | 5 | 1 | -4 | i | -9 | -7 | 5 | -1.6 | -1
34) Cc1ccc(Cn2cc(CN3CC(N4CCN(Cc5cccc(C)c5)CC4)CS3(=O)=O)nn2)cc1 (stereo not given)
    -4 | -3 | / | 7 | / | -4 | / | / | -1.3 | 15
35) COc1ccc(-n2c(C)cc(/C=C3\C(=O)NN(c4ccccc4)C3=O)c2C)cc1
    12 | -17 | -1 | -3 | i | 2 | -6 | -13 | 2.2 | 13
36) CC1=C(C(=O)N2CCCCCC2)CC(CC(=O)NCCN2CCOCC2)C(=O)N1CCC1=CCCCC1 (stereo not given)
    -1 | 0 | / | 2 | / | 8 | / | / | -1.4 | 6
37) CC(=O)c1c(C)[nH]c(C(=O)Nc2ccc(C)c(C)c2)c1C
    2 | 4 | 1 | 9 | i | -8 | -3 | -1 | 0.0 | 8
38) COCc1cc(C)nc(SCC[N+](C)(C)CC(=O)c2ccccc2)c1C#N
    -11 | -3 | -4 | 0 | i | -4 | 0 | 0 | -1.4 | 1
39) COc1ccccc1C(=O)NC(=O)COC(=O)CN1C(=O)NC2(CCCCC2C)C1=O (stereo not given)
    -1 | 0 | -1 | -1 | i | 11 | -7 | 2 | -0.6 | -3
40) O=C(OC1CCOC1=O)C1CCN(S(=O)(=O)c2ccc(Cl)c(C(F)(F)F)c2)CC1 (stereo not given)
    -4 | -4 | 2 | 3 | i | -7 | 24 | 4 | -0.3 | 2
41) CCOc1ccc(S(=O)(=O)N(C)CC(=O)NCc2ccc3c(c2)OCO3)cc1
    -4 | -1 | -3 | -2 | i | 10 | -5 | 0 | -0.2 | 0
42) Nc1cc(=O)[nH]c(SCC(=O)N2CCCC2)n1
    -4 | 1 | 1 | 0 | i | 11 | -5 | 3 | 0.6 | 3
43) Cc1cc(C)n(CCCNC(=O)c2ccc(C)c(S(=O)(=O)N3CCOCC3)c2)n1
    -6 | 3 | 0 | -1 | i | -3 | 6 | 4 | -0.5 | 5
44) CCOC(=O)c1c(C2COc3ccccc3O2)csc1NC(=O)c1ccccc1 (stereo not given)
    -6 | -5 | 2 | 1 | i | -10 | -16 | 4 | 2.1 | -2
45) Cc1[nH]c2ccccc2c1C(=O)CSc1nc2ncc(Cl)cc2[nH]1
    5 | -4 | 0 | -3 | i | 2 | -3 | 40 | 1.1 | -24
46) CN(C)CCN1C(=O)C2C3C=CC(C3)C2C1=O (stereo not given)
    1 | 0 | -3 | 2 | i | 15 | -3 | 2 | -1.5 | 0
47) C=CCn1c(COc2ccc(CC)cc2)nnc1SCC(=O)N(C)C1CCS(=O)(=O)C1 (stereo not given)
    6 | -6 | 4 | 1 | i | -4 | -5 | 2 | -1.2 | 13
48) COc1ccc(CNC(=O)CCS(=O)(=O)c2ccc3c(c2)CC(C)N3C(=O)C2CC2)cc1 (stereo not given)
    -8 | 1 | 0 | -1 | i | 7 | 1 | 0 | 1.0 | 3
49) CC(=O)Oc1ccc(C(c2ccc(OC(C)=O)cc2)c2ccccn2)cc1
    1 | 2 | -3 | 4 | i | 13 | -12 | 0 | -1.3 | 7
50) COc1cc(F)ccc1-c1csc(C(C)(O)c2ccc(F)c(F)c2)n1 (stereo not given)
    -7 | -1 | 2 | 0 | i | 7 | / | -11 | 2.1 | 3
51) CCOC(=O)C1C(=O)C=C(c2cccc(NS(C)(=O)=O)c2)CC1c1ccco1 (stereo not given)
    0 | -11 | 0 | 3 | i | 4 | -8 | -7 | 0.7 | 4
52) C[C@@H]1CCC[C@@]2(O[C@@H](CCO)C[C@@H](O)[C@@H]2O)O1
    0 | 3 | -4 | -2 | i | -1 | -3 | 11 | -1.8 | 25
